POLH inh = inhibitors of human DNA polymerase eta; Potency, µM (doses to about 114 µM), for the others: top-dose activity change, negative = inhibition, actives largely listed as inhibitors; 1.2% of 390,000 active; AID 588591; recombinant Pol eta, fluorescent DNA replication assay; note: % is set by controls: 0 for no effect and ±100 for the full control effect
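Pol eta (10 nM) was preincubated with compounds for 15 min at room temperature, after which fluorescent replication substrate (50 nM final) was added to start the reaction. Fluorescence was read kinetically at 0 and 10 min.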
APE1 inh = inhibitors of human APE1 endonuclease | 0.35% of 350,000 active | recombinant APE1, TAMRA/BHQ-2 abasic DNA cleavage fluorescence | Potency, µM (highest dose often 65.8 µM), inactives show top-dose activity change, negative = inhibition, usual class: inhibitors | P27695;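 note: plate controls were vehicle for no effect and reference inhibitor for full effect; nearly all actives have a fitted effect of over 55% in size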
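Substrate: short duplex with […] THF abasic site, 5'-TAMRA and 3'-BHQ-2, 50 nM final. APE1 at 0.75 nM, preincubated 15 min RT with compound. Fluorescence increase from first to third read measured activity.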
BAZ2B block = blocks human BAZ2B. AID 504333. 4.4% of 360,000 active. AlphaScreen BAZ2B-H3K14Ac peptide displacement. Potency, µM (titrated, usually from 114 µM), for the others: at the top dose activity change, negative = inhibition, usual class: inhibitors; note: % is set by controls: 0 for no effect and ±100 for the full control effect; nearly all actives have a fitted effect of over 60% in size
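BAZ2B (50 nM) with biotin-H3(5-23)K14Ac peptide (50 nM) in PBS pH 7.4, 0.01% Tween-20, preformed 30 min, then compound 30 min at room temperature; top concentration 110uM. AlphaScreen streptavidin donor/nickel chelate acceptor beads (10 ug/mL final), 20 min dark, signal read.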
G9a inh = blocks human histone lysine methyltransferase G9a | Q96KQ7 | G9a H3K9 monomethylation, AlphaScreen, 2 h | Potency, µM (top dose mostly 102 µM), inactives show at the top dose activity, negative = inhibition, hits mostly inhibitors | 8.8% of 350,000 active; note: % is set by controls: 0 for no effect and ±100 for the full control effect; nearly all actives have a fitted effect of over 75% in size
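Using a bead-based AlphaScreen, monomethylated H3K9 product from 2 h room-temperature reactions (G9a 20 nM, peptide 500 nM, SAM 20 uM) was detected with 0.5 ug/mL rabbit anti-H3K9me1 antibody.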
Apoferritin bind = candidate novel general anesthetic via apoferritin binding. apoferritin/1-aminoanthracene competitive binding, fluorescence. P02791. Potency, µM (doses to about 77.5 µM), without a hit: top-dose activity change, negative = displacement, actives largely listed as inhibitors. 0.074% of 350,000 active; note: % is set by controls: 0 for no effect and ±100 for the full control effect; nearly all actives have a fitted effect of over 20% in size
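Apoferritin-based anesthetic binding model; compound displacement of fluorescent 1-AMA measured as endpoint fluorescence after 10 minutes at room temperature, scaled to free-ligand and complex controls.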
Pol kappa inh = blocks human DNA polymerase kappa activity. 0.53% of 400,000 active. Potency, µM (top dose mostly 107 µM), inactives show at the highest dose activity, negative = inhibition, actives largely listed as inhibitors. AID 588579. purified Pol kappa, fluorescent DNA synthesis assay, 10 min; note: % is set by controls: 0 for no effect and ±100 for the full control effect
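Pol kappa 10 nM + cpd, 15 min RT; start w/ substrate 50 nM final; fluorescence kinetic read, 0 and 10 min. Neg ctrl: buffer, no enzyme.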
BLM helicase inh = blocks DNA unwinding by human BLM helicase | recombinant BLM DNA unwinding, fluorescence dequenching | Potency, µM (series often up to 56.1 µM), for the others: top-dose activity change, negative = inhibition, hits mostly inhibitors | 0.2% of 350,000 active;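 note: plate controls were vehicle for no effect and no enzyme for full effect; nearly all actives have a fitted effect of over 35% in size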
Target sequence (P54132 whole entry, looked up): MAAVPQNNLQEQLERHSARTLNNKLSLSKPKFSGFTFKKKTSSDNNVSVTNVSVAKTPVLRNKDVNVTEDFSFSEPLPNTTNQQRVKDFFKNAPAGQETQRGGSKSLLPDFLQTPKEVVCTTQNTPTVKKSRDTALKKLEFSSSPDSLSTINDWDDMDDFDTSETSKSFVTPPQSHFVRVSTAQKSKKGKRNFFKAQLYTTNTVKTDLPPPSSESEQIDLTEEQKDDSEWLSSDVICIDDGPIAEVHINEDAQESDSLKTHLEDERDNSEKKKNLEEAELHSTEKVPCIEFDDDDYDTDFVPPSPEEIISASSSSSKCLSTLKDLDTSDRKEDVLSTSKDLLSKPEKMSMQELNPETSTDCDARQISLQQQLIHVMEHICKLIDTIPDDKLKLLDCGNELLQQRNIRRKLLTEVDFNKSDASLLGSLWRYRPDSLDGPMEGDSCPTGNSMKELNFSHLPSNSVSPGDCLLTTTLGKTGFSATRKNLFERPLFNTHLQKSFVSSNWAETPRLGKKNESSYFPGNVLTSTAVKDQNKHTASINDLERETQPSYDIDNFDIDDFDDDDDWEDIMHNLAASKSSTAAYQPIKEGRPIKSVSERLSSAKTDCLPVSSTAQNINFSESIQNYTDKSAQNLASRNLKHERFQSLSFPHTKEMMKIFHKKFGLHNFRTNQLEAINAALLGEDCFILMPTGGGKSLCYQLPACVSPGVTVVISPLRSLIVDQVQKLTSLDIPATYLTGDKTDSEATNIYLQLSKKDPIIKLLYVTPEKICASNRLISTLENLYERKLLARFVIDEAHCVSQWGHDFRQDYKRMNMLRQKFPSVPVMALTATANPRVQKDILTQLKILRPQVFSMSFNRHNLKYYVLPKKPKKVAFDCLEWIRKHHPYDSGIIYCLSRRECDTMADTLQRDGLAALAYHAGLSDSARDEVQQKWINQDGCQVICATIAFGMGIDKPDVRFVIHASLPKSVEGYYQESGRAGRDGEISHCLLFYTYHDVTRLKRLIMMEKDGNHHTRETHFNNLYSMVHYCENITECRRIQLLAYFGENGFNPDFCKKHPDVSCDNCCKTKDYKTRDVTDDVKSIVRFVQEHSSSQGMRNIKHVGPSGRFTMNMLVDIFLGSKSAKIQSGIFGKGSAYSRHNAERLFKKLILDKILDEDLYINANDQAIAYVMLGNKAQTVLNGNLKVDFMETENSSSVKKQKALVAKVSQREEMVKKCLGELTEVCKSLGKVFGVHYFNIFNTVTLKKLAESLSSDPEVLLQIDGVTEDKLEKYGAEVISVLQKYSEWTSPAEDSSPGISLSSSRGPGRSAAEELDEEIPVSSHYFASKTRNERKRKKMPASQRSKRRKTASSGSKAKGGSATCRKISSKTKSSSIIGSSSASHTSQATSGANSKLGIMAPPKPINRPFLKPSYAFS
POLB inh = inhibitors of human DNA polymerase beta. P06746. Pol beta primer extension/strand displacement, fluorescence kinetic. Potency, µM (top dose mostly 114 µM), inactives show at the top dose activity change, negative = inhibition, actives largely listed as inhibitors. 1.3% of 340,000 active. AID 485314; note: % is set by controls: 0 for no effect and ±100 for the full control effect
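Homogeneous kinetic assay of primer extension and strand displacement by 10 nM Pol beta, preincubated 15 min at room temperature with compound before 50 nM substrate (final) was added. Read at 0 and 10 min; four-parameter Hill fit.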
POLI inh = DNA polymerase iota (human) inhibition. Pol iota fluorescent replication assay, 10 min. Potency, µM (top dose mostly 115 µM), without a hit: at the top dose activity, negative = inhibition, actives largely listed as inhibitors. 1% of 390,000 active. AID 588590
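Fluorescent replication assay read twice, at 0 min and 10 min after adding 50 nM (final) substrate. Enzyme (10 nM) and compounds were first incubated 15 min at room temperature; enzyme-free buffer wells were negative controls.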
Numbers without * were called inactive; ? = inconclusive; nt = no result given; [ ] = dose if it differs, or a comment. Calls come from the whole dose curve; as a rule, active = well fitted curve in the direction sought with a large enough effect; inconclusive = small, poorly fitted or top-dose-only effect, or another doubt; inactive = no such curve, though single readings can be large; an effect the other way counts as inactive or inconclusive. Potency is the fitted concentration of half-maximal effect.

SMILES	POLH inh	APE1 inh	BAZ2B block	G9a inh	Apoferritin bind	Pol kappa inh	BLM helicase inh	POLB inh	POLI inh
CCn1c(CC(=O)Nc2ccccc2F)nnc1SCC(=O)N1CCOCC1	-12%	2%	0%	-6%	-5%	-10%	-1%	3%	35%[activator]
O=C(c1cc(-c2ccccc2)nc2ccccc12)N1CCCc2ccccc21	-17%	7%	-6%	9%[59 µM]	-3%	3%	-5%	20%	-2%
COC(=O)c1c(C)oc2c1cc(NS(=O)(=O)c1cccs1)c1ccccc12	-2%	-4%	-6%	?	-11%	-15%	-9%	1%	24%
O=C(CN1CCN(c2ccc(F)cc2)CC1)NCc1ccc(Cl)cc1	-19%	39%	?	2%	-8%	-4%	-5%	-10%	34%[activator]
Cc1ccc(C(C)C)c(OCC(=O)OCC(=O)NC2CC2)c1	-18%	28%	nt	nt	nt	-2%	nt	nt	26%
CC(C)(C)NC(=O)NC(=O)CN1CCC(Cc2ccccc2)CC1	-2%	-2%	nt	-43%	-22%	-17%	-1%	-3%	42%[activator]
O=C(NCCc1ccccc1)c1ccc(NC(=O)c2cccnc2)cc1	-11%	51%[activator]	-31%	-2%[59 µM]	-9%	6%	-6%	2%	13%
COc1cc2c(C#N)c(N3CCOCC3)nc(N)c2c(N)n1	-2%	?	-1%	-36%[12.7 µM]	62%[activator]	-10%	?	-1%	6%
CCc1nnc(NC(=O)CSCc2cc(=O)n3cc(C)sc3n2)s1	0%	36%	-13%	41%[activator]	-4%	2%	1%	26%	29%
O=C(Nc1ccc(CN2CCS(=O)(=O)CC2)cc1)c1ccc(F)cc1	-5%	16%	0%	nt	-6%	5%	-8%	-12%	8%
CN(CC(=O)Nc1ccccc1Cl)C(=O)COC(=O)CSc1ccc(F)cc1	-15%	26%	9%	-18%[2.33 µM]	nt	1%	nt	nt	14%
COc1ccc(/C=N/NC(=S)Nc2cccc(C(=O)O)c2)cc1OC	-8%	-4%	8%	?	2%	-19%	1%	-26%	1%
O=C(c1ccc(Cl)c(S(=O)(=O)N2CCOCC2)c1)N1CCN(c2ccccn2)CC1	-7%	10%	6%	0%[12.7 µM]	nt	-10%	nt	nt	-6%
COc1ccc(C(=O)N2CCC3(CC2)CN(c2ccccc2)C3)cc1	nt	1%	nt	26%[12.7 µM]	nt	1%[60.1 µM]	0%	nt	nt
CC1(C)OC(c2ccccc2)=C/C(=C/C=C2C(=O)c3ccccc3C2=O)O1	-20%	2%	1.4µM*	2.5µM*	-12%	2%	1%	-6%	26%
Cn1c(NC2CCCCC2)cc(=O)n(C)c1=O	-21%	15%	-1%	29%	3%	-9%	-2%	13%	145%[activator]
COc1ccccc1C(=O)N1CCN(C(=O)COc2cccc(C)c2)CC1	5%	-3%	13%	-68%	-2%	-13%	-7%	23%	4%
CCCOC(=O)Nc1ccccc1C(N)=O	-9%	-7%	3%	-2%[59 µM]	-6%	-8%	1%	0%	5%
CC(=O)NCCn1c(SCc2cc(F)ccc2F)nc2ccccc2c1=O	-14%	-1%	-1%	41%[59 µM]	-6%	-12%	1%	20%	2%
C/C(=N\Nc1nccnc1Cl)c1ccc([N+](=O)[O-])cc1	-4%	-3%	-19%	18%[59 µM]	-11%	-3%	-2%	1%	4%
O=C(CN1C(=O)NC2(CCCc3ccccc32)C1=O)c1ccc(Br)cc1 (centres undefined)	-13%	-5%	5%	-50%	nt	-6%	nt	nt	7%
N=c1c(C(=O)NC2CCCC2)cc2c(=O)n3ccccc3nc2n1C1CCCC1	3%	?	9%	48%	75%[activator]	-8%	3%	52%	11%
COc1ccc(-n2nnc(C(=O)Nc3ccccc3F)c2N)cc1	6%	nt	-12%	-3%[59 µM]	0%	-3%	-9%	3%	24%
CCOC(=O)c1c(C)[nH]c(C(=O)OCC(=O)NCc2ccccc2)c1C	-2%	24%	nt	nt	nt	-11%	nt	nt	-10%
CCNC(=O)NC(=O)COC(=O)c1ccccc1SCC(=O)NC(=O)NCC	5%	7%	-2%	45µM*	-8%	-10%	-1%	-7%	?
Going on with the list.
SMILES	POLH inh	APE1 inh	BAZ2B block	G9a inh	Apoferritin bind	Pol kappa inh	BLM helicase inh	POLB inh	POLI inh
O=C(Nc1ccccc1Cl)c1ccc2c(c1)N(Cc1ccc(F)cc1)C(=O)CS2=O (centres undefined)	-23%	-3%	-3%	-6%	5%	-11%	-1%	0%	10%
O=C1COc2ccc3ccccc3c21	-6%	2%	-4%	-22%[2.33 µM]	-12%	-14%	-1%	34%	92%[activator]
COc1ccc(Nc2cc(C(=O)NCc3ccccc3)c3ccccc3n2)cc1OC	?	nt	nt	3%[59 µM]	176%[activator]	-7%	-3%	?	?
CCN(CC(=O)Nc1c(F)cccc1F)C(=O)CC1CCCCC1	-6%	12%	-5%	-7%[12.7 µM]	nt	2%	nt	nt	11%
COc1ccc(C(=O)N(C)Cc2ccc(C)o2)cc1OC1CCN(C(C)=O)CC1	3%	-8%	-23%	nt	-7%	1%	-1%	48%	8%
Cc1cc(NC(=O)CSc2nc(-c3ccccc3)cs2)no1	-13%	16%	10%	-2%[12.7 µM]	28%	-5%	-2%	0%	0%
O=c1[nH]c(/C=C/c2cccnc2)c([N+](=O)[O-])c(=O)[nH]1	?	-1%	-3%	-6%	0%	3%	-4%	-11%	-21%
COc1cc(NC(=O)C2CCC(CNS(=O)(=O)c3csc(C(N)=O)c3)CC2)cc(OC)c1 (centres undefined)	-6%	1%	?	13%	-6%	1%	-5%	-11%	-24%
CCSc1nc(=S)n(Cc2ccccc2)c(C)c1C(C)=O	-15%	2%	-29%	-10%	0%	-19%	3%	?	7%
CSC[C@H](NC(=O)Cc1c(C)c2cc3c(C)c(C)oc3cc2oc1=O)C(=O)N[C@@H](Cc1ccccc1)C(=O)O	-1%	?	2%	5%[12.7 µM]	-11%	2%	-4%	9%	6%
Cc1cccc(C)c1OC(=O)CN(c1ccc(Cl)cc1)S(C)(=O)=O	-16%	0%	-3%	11%[12.7 µM]	-15%	-3%	-6%	-24%	-17%
CN(C)c1c2ccccc2nc2c(F)c(F)c(F)c(F)c12	-11%	2%	2%	21%[59 µM]	13%	-21%	-2%	?	78%[activator]
COc1ccc(OC(C)C(=O)NCCc2nc3ccccc3[nH]2)cc1 (centres undefined)	-16%	4%	-4%	-7%	-8%	-4%	1%	4%	20%
Cc1ccc(CNC(=O)c2cc(S(=O)(=O)N3CCCCCC3)cn2C)cc1	-16%	nt	4%	-1%[59 µM]	-21%	-1%[60.1 µM]	-3%	-16%	25%
C1CN(c2nc3nonc3nc2N2CCOCC2)CCO1	nt	-10%	0%	21%	-7%	nt	0%	12%	nt
O=S(=O)(NCCc1csc2nc(-c3ccccc3)nn12)c1ccc(Cl)s1	-12%	nt	-10%	14%[59 µM]	-5%	-14%[60.1 µM]	0%	23%	12%
Cc1cc(C(=O)NNC(=O)c2nn(C)c(=O)c3ccccc23)c(C)o1	-10%	-3%	-18%	?	-5%	1%	1%	1%	17%
Cc1ccc(C)c(Cn2c(=O)n(-c3ccc(Cl)cc3)c(=O)c3c(C)c(C)sc32)c1	2%	nt	2%	-10%[59 µM]	2%	10%	0%	21%	-10%
O=C(COC(=O)/C=C/c1cccc(Cl)c1)Nc1ccccc1-c1ccccc1	nt	-8%	4%	56%[activator][59 µM]	-11%	nt	-12%	-13%	nt
CCC(CC)C(=O)Nc1c2c(nn1-c1ccc(F)cc1)CS(=O)(=O)C2	-15%	22%	2%	17%	-9%	-2%	-4%	3%	-21%
COC(=O)c1cc(COC(=O)COc2ccc(C)c(C)c2)oc1C	-19%	-9%	42%[activator]	65%[activator]	?	-1%	-11%	2%	5%
Fc1ccc(NCc2nnc3n2CCCCC3)cc1Cl	-14%	nt	7%	9%[59 µM]	-5%	-3%[60.1 µM]	-2%	2%	22%
CCOc1ccc(NS(=O)(=O)c2cccc(C(=O)NCC3(N(C)C)CCCCC3)c2)cc1	-24%	44%	-1%	-42%	nt	-1%	nt	nt	-15%
COc1ccc(NC(=O)c2cn3c4c(ccc(Cl)c4c2=O)OC(C)C3)cc1OC (centres undefined)	2%	nt	-10%	-32%[59 µM]	49%[activator]	-19%	-6%	3%	-8%
O=C(CS(=O)(=O)c1ccccc1)NCc1ccccc1	4%	12%	0%	25%	-5%	1%	-3%	2%	-9%

As a short view, four of the compounds above.
SMILES	POLH inh	APE1 inh	BAZ2B block	G9a inh	Apoferritin bind	Pol kappa inh	BLM helicase inh	POLB inh	POLI inh
Fc1ccc(NCc2nnc3n2CCCCC3)cc1Cl	-14%	nt	7%	9%[59 µM]	-5%	-3%[60.1 µM]	-2%	2%	22%
CCOc1ccc(NS(=O)(=O)c2cccc(C(=O)NCC3(N(C)C)CCCCC3)c2)cc1	-24%	44%	-1%	-42%	nt	-1%	nt	nt	-15%
COc1ccc(NC(=O)c2cn3c4c(ccc(Cl)c4c2=O)OC(C)C3)cc1OC (centres undefined)	2%	nt	-10%	-32%[59 µM]	49%[activator]	-19%	-6%	3%	-8%
O=C(CS(=O)(=O)c1ccccc1)NCc1ccccc1	4%	12%	0%	25%	-5%	1%	-3%	2%	-9%

Other records:
SMILES	POLH inh	APE1 inh	BAZ2B block	G9a inh	Apoferritin bind	Pol kappa inh	BLM helicase inh	POLB inh	POLI inh
CC(=O)Nc1cc2nc(C)n(Cc3ccc([N+](=O)[O-])cc3)c2nc1C	-19%	6%	?	20%	5%	-7%	0%	28%	179%[activator]
CCCn1cc(CN2CCCC(C(=O)c3ccc4c(c3)OCO4)C2)c(C)n1 (centres undefined)	-6%	14%	-3%	9%	6%	12%	2%	11%	-9%
COc1ccccc1NC(NC(=O)c1cccnc1)C(Cl)(Cl)Cl (centres undefined)	-11%	-8%	-24%	?	-10%	-8%	-12%	3%	8%
CCOc1ccccc1NC(=O)CSc1cc(=O)n(CC)c2ccccc12	-14%	nt	17%	?	27%	-6%	-4%	1%	22%
O=c1oc2c3c(ccc2c2ccccc12)OCN(Cc1ccccc1Cl)C3	-13%	nt	?	1.3µM*	-15%	9%	2%	7%	?
O=C(OCC(=O)N1CCOCC1)c1cccc(F)c1	-9%	52%	-1%	10%[12.7 µM]	-8%	-13%	3%	16%	-7%
CCCn1c(N)c(C(=O)CSc2nnc(C)n2Cc2ccccc2)c(=O)n(C)c1=O	-3%	0%	3%	-6%	6%	-2%	2%	?	7%

Source: PubChem (National Center for Advancing Translational Sciences (NCATS))

Some of the compounds tested; count on the stated rates, not on these rows.
